M5 antag – antagonists of human muscarinic M5 receptor (CHRM5) | actives 0.59% (n = 360,000) | AID 624040 | P08912 | inhibition, % at 3 µM | CHO-hM5 cells, Fluo-8 calcium fluorescence, ACh EC80;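 active means inhibition above a per-plate cutoff, the mean of that plate's test compounds plus 3 SD, cut at about 27% in these data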;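 further: 0% = acetylcholine EC80 with DMSO and 100% = DMSO without agonist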
Target sequence (P08912 whole entry, looked up): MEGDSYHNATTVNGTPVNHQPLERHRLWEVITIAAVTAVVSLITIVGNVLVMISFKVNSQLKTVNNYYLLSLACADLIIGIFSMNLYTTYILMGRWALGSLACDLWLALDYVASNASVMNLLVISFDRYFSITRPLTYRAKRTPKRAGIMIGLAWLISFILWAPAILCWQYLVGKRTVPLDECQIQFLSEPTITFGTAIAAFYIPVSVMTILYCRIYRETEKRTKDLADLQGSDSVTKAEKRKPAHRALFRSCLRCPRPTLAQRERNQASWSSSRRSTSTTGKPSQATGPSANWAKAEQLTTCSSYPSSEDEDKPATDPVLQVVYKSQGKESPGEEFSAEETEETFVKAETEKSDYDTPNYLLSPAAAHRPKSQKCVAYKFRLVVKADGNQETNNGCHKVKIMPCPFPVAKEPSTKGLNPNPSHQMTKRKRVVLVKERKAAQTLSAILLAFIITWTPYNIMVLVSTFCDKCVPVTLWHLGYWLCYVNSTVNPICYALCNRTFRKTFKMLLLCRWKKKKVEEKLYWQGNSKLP
CHRM1 antagonist – human CHRM1 antagonism; P11229; CHO-K1 hM1, Fluo-8 calcium fluorescence, ACh EC80 antagonist; inhibition, % at 3 µM; actives 1.3% (n = 360,000); AID 588852;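 active means percent inhibition above its own plate's cutoff, namely the mean of that plate's compound wells plus 3 SD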;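 further: peak over basal fluorescence ratio during 140 s after agonist addition; 0% = ACh EC80 plus DMSO and 100% = DMSO alone without agonist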
M5 PAM – positive allosteric modulators of human muscarinic M5 receptor; actives 0.3% (n = 360,000); AID 624038; activation, % at 3 µM; CHO-K1 hM5, Fluo-8 calcium, ACh EC20 PAM; 0% = ACh EC20, 100% = ACh EC100; P08912;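 active means activation above the run cutoff, the mean activation of all test compounds plus 3 SD, cut at about 18% in these data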
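System – CHO-K1 hM5 cells · Compound – 3 µM, single dose · Incubation – compound preincubation 140 s before EC20 acetylcholine addition · Technique – Fluo-8 calcium fluorescence · Measure – Max/basal fluorescence ratio as % of EC20–EC100 ACh window · Benchmarks – low control EC20 acetylcholine (0%), high control EC100 acetylcholine (100%) · Replication – singlicate, one well per test compound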
TAAR1 agonist – agonists of human TAAR1; AID 624467; actives 0.99% (n = 360,000); CHO RD-HGA16 TAAR1, Fluo-8 calcium fluorescence; vehicle wells 0%, saturating PEA agonist 100%; activation, % at 3 µM; Q96RJ0;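 active means activation above the mean activation of all test compounds in the run plus 3 SD, cut at about 38% in these data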
Target sequence (Q96RJ0 whole entry, looked up): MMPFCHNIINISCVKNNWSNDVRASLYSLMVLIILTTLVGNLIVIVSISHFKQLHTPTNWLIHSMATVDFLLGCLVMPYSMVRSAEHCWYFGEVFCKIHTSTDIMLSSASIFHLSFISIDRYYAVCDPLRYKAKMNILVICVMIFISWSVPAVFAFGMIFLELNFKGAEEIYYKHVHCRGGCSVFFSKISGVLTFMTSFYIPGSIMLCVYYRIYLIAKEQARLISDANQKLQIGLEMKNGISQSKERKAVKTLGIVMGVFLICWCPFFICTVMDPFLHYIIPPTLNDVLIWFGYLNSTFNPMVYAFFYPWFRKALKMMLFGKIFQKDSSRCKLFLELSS
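System: CHO-derived RD-HGA16 cells with stable Gα16 and human TAAR1 / Times: 17-24 h plating, Fluo-8 75 min 37 °C, 30 min RT / Technique: calcium-sensitive Fluo-8 signal, excitation 470-495, emission 515-575 nm / Measure: % activation relative to PEA EC100 response / Benchmarks: DMSO and PEA EC100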
M1 PAM – potentiates human M1 receptor response to acetylcholine; CHO-K1 hM1, Fluo-8 calcium fluorescence, ACh EC20; 0% = ACh EC20, 100% = maximal ACh; actives 0.088% (n = 360,000); activation, % at 3 µM; in the data active means activation above about 19%, passing the limit was not always enough
CHRM4 agonist – agonists of human muscarinic M4 receptor (CHRM4); P08173; CHO-K1 hM4/Gqi5, Fluo-8 calcium fluorescence; vehicle 0%, full acetylcholine response 100%; actives 0.14% (n = 360,000); AID 624127; activation, % at 3 µM;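 active means activation above the run mean over all test wells plus 3 SD, cut at about 32% in these data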;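 further: peak over basal fluorescence ratio per well then scaled between controls; 0% = DMSO wells and 100% = acetylcholine at EC100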
M5 ag – agonists of human muscarinic M5 receptor (CHRM5); P08912; CHO-K1 hM5 cells, Fluo-8 calcium fluorescence; 0% DMSO wells, 100% maximal acetylcholine response; activation, % at 3 µM; actives 0.19% (n = 360,000); AID 624037;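 active means activation above the run's mean over test compounds plus 3 SD, cut at about 23% in these data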;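 further: signal is peak over basal fluorescence ratio across the kinetic read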
CHRM4 antagonist – antagonists of human muscarinic M4 receptor (CHRM4). P08173. AID 624125. inhibition, % at 3 µM. CHO-hM4 cells, ACh EC80, Fluo-8 calcium fluorescence. actives 0.73% (n = 360,000);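 active means inhibition above its plate's cutoff, the mean inhibition of sample wells plus 3 SD, cut at about 27% in these data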;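 further: 0% = acetylcholine EC80 with DMSO and 100% = DMSO without agonist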
M1 ag – agonists of human M1 muscarinic receptor. actives 0.33% (n = 360,000). CHO-K1 hM1, Fluo-8 calcium fluorescence, agonist mode; 0% DMSO, 100% acetylcholine EC100. activation, % at 3 µM. AID 588814;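 active means activation above the run's mean compound activation plus 3 SD, cut at about 16% in these data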;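 further: peak over basal fluorescence ratio within a 140 s kinetic read after compound addition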
Starred values were filed as active, the others as inactive; . = no result given. This is a subset; rates above refer to the full screens.

SMILES	M5 antag	CHRM1 antagonist	M5 PAM	TAAR1 agonist	M1 PAM	CHRM4 agonist	M5 ag	CHRM4 antagonist	M1 ag
COc1ccc2nc(SC(C)C(=O)NC3(C#N)CCCCC3)[nH]c2c1 (centres undefined)	7	-6	2	0	4	2	5	-7	-3
O=C1CSC(=Nc2ccc(Cl)cc2)N1	-2	-22	5	4	12	0	3	-8	0
Clc1ccc(-c2csc(N3CCCCCC3)n2)cc1	-9	-2	5	1	6	0	7	-1	-3
CN(C)C=NC(=O)c1cc(C(=O)c2ccc(Cl)cc2Cl)c[nH]1	5	7	5	4	-3	4	-1	6	-7
CCCC(=O)N1CC2(C)CN(C(=O)CCC)CC(CCC)(C1)C2=O	-3	-20	-2	0	12	2	1	6	-1
Cc1ccc(NC(=O)c2cccc(C(=O)Nc3ccc(C)c(C)c3)n2)cc1C	14	-4	-1	0	2	1	-2	10	-3
Cc1c(C)c(C)c(C(=O)c2ccc(NC(=O)c3ccccc3C(=O)O)cc2)c(C)c1C	9	-9	-2	-2	11	-1	-6	1	-6
O=C1CSc2ccc(S(=O)(=O)CCC(=O)NC3CCCCC3)cc2N1	-2	7	1	4	6	0	-4	11	2
O=C1N[C@@H](Cc2cnc[nH]2)C(=O)N2CCC[C@@H]12	1	-26	-2	0	-1	1	0	1	-3
COc1ccc(/C(O)=C2/C(=O)C(=O)N(Cc3cccnc3)C2c2ccncc2)cc1F (centres undefined)	-1	-6	0	16	5	0	-5	-4	-1
Cc1ccc(S(=O)(=O)Cn2nnnc2C(CC(C)C)N2CCN(C)CC2)cc1 (centres undefined)	-1	-7	-3	6	6	4	2	-10	-7
Cc1c(C(=O)NCc2ccccc2CN2CCCC2)oc2ccc(F)cc12	1	1	2	-1	0	2	-1	7	-8
CN(C)S(=O)(=O)c1ccc(C(=O)Nc2nnc(SCc3cccc(F)c3)s2)cc1	-7	-2	4	3	6	1	3	0	-2
CN(Cc1ccon1)Cc1cn[nH]c1-c1ccc(-c2ccccc2)cc1	5	-2	-4	10	4	5	-1	-1	-3
NS(=O)(=O)c1ccc(CCNC(=O)CNCCc2ccccc2)cc1	2	-25	-1	71*	16	1	-2	-13	-3
N#Cc1c(N)n(C2CCCCC2)c2nc3ccccc3nc12	0	-32	-2	15	10	1	1	4	1
S=C(NCc1ccccc1)NCc1ccc(CNC(=S)NCc2ccccc2)cc1	18	13	-4	56*	0	14	10	20	6
O=S(=O)(Nc1ccc(O)c(CN2CCCCC2)c1)c1ccccc1	-6	3	-2	3	-5	0	-8	-1	-6
COCCCNC(=S)NCCNc1nc2cc(C)cc(C)c2cc1C#N	-8	-19	-5	-3	11	2	-3	-19	-6
CC(C)(C)NC(=O)COC(=O)/C=C/c1ccccc1[N+](=O)[O-]	-13	-1	-2	5	-2	1	-5	-1	-3
Cc1cccc(Cl)c1NC(=S)NCCc1ccccn1	9	1	3	7	2	0	-4	1	-8
CCn1ncc(-c2ccnc3cc(C(=O)O)nn23)c1C	-3	-4	1	1	1	1	1	-1	-4
COC(=O)c1ccccc1NC(=O)COC(=O)/C=C/c1ccco1	1	1	-2	0	0	2	-2	-17	-5
O=C(OCc1ccccc1)N1CCC2CC1c1ccc(N3CCOCC3)cc12 (centres undefined)	-13	-13	0	1	2	3	2	-18	-4
COC(=O)C1=CN(c2ccc(N3CCOCC3)cc2)C(N)=C(C#N)C1c1ccc(-c2ccccc2)cc1 (centres undefined)	-3	.	3	3	.	4	4	-9	.
CC1(C)Nc2ccc(O)cc2-c2c1ssc2=S	11	-4	-3	1	2	0	-4	5	-6
COc1ccc(CNc2ccc(C(=O)O)cc2)cc1	7	2	-4	5	5	0	-1	-7	-2
O=C(/C=C/[C@H]1O[C@@H](n2cnc3c(NC(=O)c4ccccc4)ncnc32)[C@H](O)[C@@H]1O)NCc1cccs1	-2	4	4	2	3	0	2	0	-3
CC(C)CC(=O)NNC(=O)C(C)C	3	-8	-2	0	8	1	1	3	-5
O=C(NC(=S)NC1CCCCC1)c1ccccc1[N+](=O)[O-]	14	-4	-9	25	4	1	-2	-4	-3
O=C(NNC(=S)NCc1ccco1)c1ccc(Cl)s1	-4	-10	2	1	11	3	4	1	0
CCCCc1nc2sc3c(c2c(=O)n1NC(=O)c1ccco1)CC(C)(C)OC3	6	-15	1	2	11	0	-3	1	0
CC(=O)c1cccc(NC(=O)COC(=O)c2ccccn2)c1	1	-6	3	0	6	1	-3	3	-1
Cc1ccc(NC(=O)C2(C)CCN2C(=O)CCC2CCCC2)cc1C (centres undefined)	2	-4	-5	5	-4	-2	0	1	-6
O=C1CC(c2ccccc2)NC(=O)N1 (centres undefined)	-2	-14	-3	12	6	1	0	3	-1
N#Cc1nc(-c2ccc(F)cc2)oc1N1CCCCC1	2	1	-8	6	2	-2	-9	-6	-6
Cc1ccc(C)c(S(=O)(=O)N2CCCN(C)CC2)c1	-10	2	0	1	-2	3	-8	-17	-14
Cc1cnc(CNC(=O)C2CCC(=O)N(CCc3cccc(F)c3)C2)[nH]1 (centres undefined)	0	-11	3	4	13	0	-3	0	-4
Cc1c(-c2ccccc2)n[nH]c1C(=O)NN	5	-6	-6	5	2	1	-3	10	-6
CCCCCCN(C(=O)CCl)c1ccccc1	-6	-2	3	6	0	-1	-15	3	-8
COc1ccc(NS(=O)(=O)N2CCOCC2)cc1	1	-1	3	1	7	1	1	2	-2
COc1ccc(CCNC(=O)CSc2nnnn2-c2ccccc2)cc1	33*	-16	43*	4	0	2	-3	-8	-1
COc1ccc(N(CC(=O)Nc2cc(C)on2)S(=O)(=O)c2cc(C)ccc2C)cc1	2	4	-4	13	1	-2	-6	-4	-5
CC(C)CC(=O)Nc1nnc(SCC(=O)NCC2CCCO2)s1 (centres undefined)	5	-1	0	0	6	1	-2	1	-3
O=C(CSc1nnc(Nc2ccccc2F)s1)c1cc2ccccc2o1	4	1	-3	2	3	3	-2	-3	-11
COc1ccc(NC(=O)CN(C)S(=O)(=O)c2ccc3c(c2)NC(=O)CS3)cc1	7	-14	4	3	15	5	-1	-4	0
CC(NCC(O)COC1CCC(C(C)(C)C)CC1)c1ccccc1 (centres undefined)	-3	11	10	44*	-5	7	4	-3	-3
COc1ccccc1C(=O)NCC(=O)OCc1csc(-c2ccccc2)n1	2	-2	-1	6	3	8	1	-2	-3
CCCCOc1ccc2ccccc2c1C=O	-10	-11	6	9	0	0	-2	-8	-4
Cc1cc(C(=O)C(=O)N(C)C)c(C)n1-c1ccc(Cl)c(Cl)c1	5	-2	4	-1	-1	0	-2	6	-5
O=S(=O)(c1ccc2nnn(O)c2c1)N1CCOCC1	9	3	3	8	2	0	2	-3	-1
COc1ccc(-c2ccc3c(c2)S(=O)(=O)c2cccc(C(=O)N4CCN(c5ccccn5)CC4)c2C3=O)cc1OC	8	11	-5	7	-10	15	1	-9	-5
C[C@@H]1CN([C@@H](C)CO)S(=O)(=O)c2ccc(C#Cc3cccc(F)c3)cc2O[C@@H]1CN(C)CC1CC1	10	-11	-8	3	4	1	-1	-5	-9
CC(=O)Nc1ccc(-c2csc(Nc3ccc(Cl)cn3)n2)cc1	3	-1	-3	6	4	2	4	4	-4
O=C(O)c1ccccc1CSc1ccccn1	7	2	-7	10	-1	1	-1	-1	-5
COc1sc(SC)cc1/C=N/NC(=O)c1ccncc1	4	-15	2	1	10	2	-2	-21	-2
NC(=O)C1CCN(Cc2nc(-c3ccccc3)no2)CC1	-1	-7	-1	4	13	2	1	-1	-5
O=C(COc1ccc(/C=N/NC(=O)CSCc2ccc([N+](=O)[O-])cc2)cc1)NCc1ccco1	9	3	-7	23	-8	9	2	3	-6
O=[N+]([O-])c1ccc(-c2csc(N3CCCCCC3)n2)cc1	-1	3	-2	6	2	1	0	-4	-2
Clc1ccc(Sc2cnc3ccccc3n2)cc1	-4	-9	6	8	7	0	1	3	-3

Compounds above that contain an aryl thioether with sulfur outside any ring, in the order listed:
SMILES	M5 antag	CHRM1 antagonist	M5 PAM	TAAR1 agonist	M1 PAM	CHRM4 agonist	M5 ag	CHRM4 antagonist	M1 ag
COc1ccc2nc(SC(C)C(=O)NC3(C#N)CCCCC3)[nH]c2c1 (centres undefined)	7	-6	2	0	4	2	5	-7	-3
CN(C)S(=O)(=O)c1ccc(C(=O)Nc2nnc(SCc3cccc(F)c3)s2)cc1	-7	-2	4	3	6	1	3	0	-2
COc1ccc(CCNC(=O)CSc2nnnn2-c2ccccc2)cc1	33*	-16	43*	4	0	2	-3	-8	-1
CC(C)CC(=O)Nc1nnc(SCC(=O)NCC2CCCO2)s1 (centres undefined)	5	-1	0	0	6	1	-2	1	-3
O=C(CSc1nnc(Nc2ccccc2F)s1)c1cc2ccccc2o1	4	1	-3	2	3	3	-2	-3	-11
O=C(O)c1ccccc1CSc1ccccn1	7	2	-7	10	-1	1	-1	-1	-5
COc1sc(SC)cc1/C=N/NC(=O)c1ccncc1	4	-15	2	1	10	2	-2	-21	-2
Clc1ccc(Sc2cnc3ccccc3n2)cc1	-4	-9	6	8	7	0	1	3	-3

Molecules from the list above with a tert-butyl group, in the order listed:
SMILES	M5 antag	CHRM1 antagonist	M5 PAM	TAAR1 agonist	M1 PAM	CHRM4 agonist	M5 ag	CHRM4 antagonist	M1 ag
CC(C)(C)NC(=O)COC(=O)/C=C/c1ccccc1[N+](=O)[O-]	-13	-1	-2	5	-2	1	-5	-1	-3
CC(NCC(O)COC1CCC(C(C)(C)C)CC1)c1ccccc1 (centres undefined)	-3	11	10	44*	-5	7	4	-3	-3
